cardiac RTF act = cardiac RTF calcium sensitivity activators, primary screen, biochemical, IANBD-TnC fluorescence, EC20 calcium | IANBD-labeled TnC RTF fluorescence at EC20 calcium; 0% EC20 calcium, 100% full calcium | actives 0.24% (n = 340,000) | Troponin I, cardiac muscle (Homo sapiens) + Troponin T, cardiac muscle (Homo sapiens) + … | activation, % at 7.2 µM;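 active = activation above the mean over all tested compounds plus 3 SD, cut at about 30% in these data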;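 also: rise in fluorescence read as greater calcium sensitivity of cardiac thin filaments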
LANA DNA inh = inhibitors of KSHV C-LANA binding to DNA, primary screen, biochemical, fluorescence polarization, FAM-LBS DNA, MBP-C-LANA, single point; AID 504423, 2011; inhibition, % at 9 µM; actives 0.078% (n = 340,000); Kaposi's sarcoma herpesvirus LANA C-terminal domain (residues 932-1162) DNA binding;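 active = highest replicate inhibition at or above 60% at 9 µM, even if other replicates fall short; inactive = all replicates below 60% inhibition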;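 also: 0% = neutral control wells and 100% = 4 µM acridine orange control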
Keap1-Nrf2 PPI = Keap1-Nrf2 protein-protein interaction inhibitors, primary screen, biochemical, fluorescence polarization, single point; Keap1 Kelch-Nrf2 peptide fluorescence polarization, 1536-well; inhibition, % at 9.4 µM; actives 0.15% (n = 340,000); in the data active = inhibition above about 12%;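 also: human Keap1 Kelch domain with fluorescein labeled Nrf2 9mer peptide probe; 0% = neutral control wells and 100% = peptide positive control; higher means more block of Keap1 binding to Nrf2 peptide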
Target sequence (Q14145 whole entry, looked up, the tested form may be a part): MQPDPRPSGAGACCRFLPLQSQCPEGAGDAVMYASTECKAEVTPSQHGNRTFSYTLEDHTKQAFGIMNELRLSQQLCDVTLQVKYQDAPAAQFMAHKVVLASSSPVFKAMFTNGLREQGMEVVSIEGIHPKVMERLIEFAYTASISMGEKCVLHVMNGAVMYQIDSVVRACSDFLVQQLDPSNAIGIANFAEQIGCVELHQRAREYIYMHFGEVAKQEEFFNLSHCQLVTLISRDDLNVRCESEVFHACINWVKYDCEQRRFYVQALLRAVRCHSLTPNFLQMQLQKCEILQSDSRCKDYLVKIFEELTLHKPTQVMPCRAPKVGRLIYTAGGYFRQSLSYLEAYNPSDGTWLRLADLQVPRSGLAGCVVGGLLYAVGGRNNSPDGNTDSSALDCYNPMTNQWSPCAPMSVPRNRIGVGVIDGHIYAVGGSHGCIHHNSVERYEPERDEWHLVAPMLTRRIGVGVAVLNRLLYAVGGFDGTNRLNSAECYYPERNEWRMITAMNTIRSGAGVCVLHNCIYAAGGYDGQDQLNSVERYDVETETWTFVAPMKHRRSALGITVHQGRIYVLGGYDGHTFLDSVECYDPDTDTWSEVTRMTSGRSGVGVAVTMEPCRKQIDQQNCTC
Cardiac RTF inh = cardiac RTF calcium sensitivity inhibitors, primary screen, biochemical, IANBD-TnC fluorescence, EC70 calcium | Troponin I, cardiac muscle (Homo sapiens) + Troponin T, cardiac muscle (Homo sapiens) + … | IANBD-labeled cardiac RTF, Ca2+ fluorescence | inhibition, % at 7.15 µM | actives 0.12% (n = 340,000) | AID 493244, 2011;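 active = inhibition above the mean inhibition of all tested compounds plus 3 SD, cut at about 17% in these data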;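 also: assay run at fixed EC70 calcium of 1.6 mM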
HTR5A ag ctr = HTR5A agonists in luminescence cell assay, primary screen, counter-screen for OPRM1-OPRD1 heterodimer agonist project, full-deck HTS | cell-based | activation, % at 9.3 µM | actives 0.61% (n = 340,000) | AID 504692, 2011; in the data active = activation mostly above about 9.5%, no sharp cut-off; inactive = mostly below about 7.6%;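 also: 0% = cells with vehicle only and 100% = reference agonist; strong numbers were not always called active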
Target sequence (P47898 whole entry, looked up): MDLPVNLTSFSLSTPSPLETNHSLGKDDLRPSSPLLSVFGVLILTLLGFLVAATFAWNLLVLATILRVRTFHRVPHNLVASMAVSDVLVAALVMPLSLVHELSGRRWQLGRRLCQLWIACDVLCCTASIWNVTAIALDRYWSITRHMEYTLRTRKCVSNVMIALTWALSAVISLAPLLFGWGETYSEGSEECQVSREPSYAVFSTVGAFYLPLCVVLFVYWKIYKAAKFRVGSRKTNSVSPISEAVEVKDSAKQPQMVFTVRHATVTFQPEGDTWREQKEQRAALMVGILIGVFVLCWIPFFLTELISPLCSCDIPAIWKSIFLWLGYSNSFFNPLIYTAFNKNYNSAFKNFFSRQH
CAL-PDZ inh HTS = untagged CAL PDZ binding inhibitors, primary screen, biochemical, fluorescence polarization, HTS; Golgi-associated PDZ and coiled-coil motif-containing protein (Homo sapiens), Q9HD26; purified CAL PDZ, TMR-peptide fluorescence polarization, 1 h; inhibition, % at 24.9 µM; actives 0.92% (n = 300,000); AID 602252, 2012;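 active = mean inhibition of at least 30% with at least half of replicates also reaching 30%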;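 also: 0% = DMSO neutral control and 100% = excess unlabeled competitor peptide PRC23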
V-ATPase pH = regulators of yeast V-ATPase proton pumping, primary screen, pHLuorin cytosolic pH fluorescence. S. cerevisiae. response, % at 10 µM. actives 0.37% (n = 350,000). AID 504577, 2011; in the data active = response mostly above about 7.3%, no sharp cut-off; inactive = mostly below about 5.4%; also: actives read high; inactives centre near 0; some compounds called inactive have numbers as strong as hits; reference of the scale not given here
MOR-DOR ag = agonists of OPRM1-OPRD1 heterodimerization, primary screen, cell-based, luminescence; Mu-type opioid receptor (Homo sapiens) + Delta-type opioid receptor (Homo sapiens), …; cells; activation, % at 9.3 µM; actives 0.3% (n = 340,000); AID 504326, 2011; in the data active = activation above about 18%;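 also: 0% = vehicle-treated cells and 100% = reference agonist; values of inactives mirror those of a sister screen read the other way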
MOR-DOR inv ag = inverse agonists of MOR-DOR heterodimerization, primary screen, cell-based, luminescence. Mu-type opioid receptor (Homo sapiens) + Delta-type opioid receptor (Homo sapiens), …. cell-based MOR-DOR heterodimer luminescence, inverse agonism. inhibition, % at 9.3 µM. actives 0.21% (n = 340,000); in the data active = inhibition above about 22%, passing the limit was not always enough;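 also: 0% = cells with DMSO and 100% = wells without cells with DMSO; values of inactives mirror those of a sister screen read the other way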
HTR5A inv ctr = HTR5A inverse agonists in luminescence cell assay, primary screen, counter-screen for OPRM1-OPRD1 heterodimer inverse agonist project, full-deck HTS. AID 504634, 2011. actives 0.083% (n = 340,000). inhibition, % at 9.3 µM. HTR5A cell line, inverse agonism; in the data active = inhibition mostly above about 23%, no sharp cut-off; inactive = mostly below about 18%;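 also: 0% = cells with DMSO and 100% = no-cell wells with DMSO; some compounds called inactive have numbers as strong as hits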
* marks the source's active call; other numbers are inactive results; · = no result given. Compounds were not picked by outcome; any-hit rate near 2.8%.

(1) O=C(NC1CCN(CC(=O)N(c2ccccc2)c2ccccc2)CC1)c1ccc([N+](=O)[O-])cc1
(2) CC(Oc1ccc(F)cc1)C(=O)Nc1ccccc1N1CCCCC1 (configuration not stated)
(3) COc1ccc(NC(=O)CSCC(=O)NCc2cccc(C(F)(F)F)c2)cc1
(4) Cc1ccc(S(=O)(=O)NCc2ccccc2)cc1C(=O)N(C)CC(=O)Nc1ccccc1Br
(5) COc1ccc(Nc2nc(C(=O)N3CCc4ccccc4C3)cs2)cc1
(6) COc1ccc(NC(=O)c2sc(SC)nc2N)cc1
(7) Cc1sc2ncnc(OCC(=O)NCC3CCCO3)c2c1C (configuration not stated)
(8) O=C(O)c1ccc(N2C(=O)c3ccc(C(=O)c4cccc([N+](=O)[O-])c4)cc3C2=O)cc1
entry no.	1	2	3	4	5	6	7	8
cardiac RTF act	2	0	-2	-1	0	3	-2	-6
LANA DNA inh	-0.1	1.5	-1.5	-1.2	-0.4	1.9	-1.3	1.6
Keap1-Nrf2 PPI	-3	-3	1	0	-5	1	-3	-1
Cardiac RTF inh	0	-12	5	1	-7	-9	-3	3
HTR5A ag ctr	2	4	-1	-6	6	3	-2	2
CAL-PDZ inh HTS	·	-3	·	-10	·	-3	0	-3
V-ATPase pH	2	-2	0	1	2	-1	0	-1
MOR-DOR ag	2.3	8.5	-1.6	-0.6	1.3	-2.9	-0.2	0.5
MOR-DOR inv ag	-12	-45	6	3	-7	14	1	-3
HTR5A inv ctr	1	-14	2	15	-2	-44	5	-4

(9) CCOc1cc(NC(=S)NCC2CCCO2)c(OCC)cc1NC(=O)c1ccc(F)cc1 (configuration not stated)
(10) COc1cccc(NC(=O)C2CCC(CNS(=O)(=O)c3ccc4c(c3)CC(C)N4C(C)=O)CC2)c1 (configuration not stated)
(11) CCC(C)C(=O)Nc1ccc(S(=O)(=O)Nc2nccs2)cc1 (configuration not stated)
(12) COc1ccc(CNC(=O)COC(=O)C2(C)CC2(Cl)Cl)cc1 (configuration not stated)
(13) CCSc1nn2c(=O)c3ccccc3nc2s1
(14) COc1ccc(N2CCN(C(=O)CSc3ccccc3N)CC2)cc1
(15) Cc1ccc(C)c(OCC(=O)Nc2ccc(N3CCOCC3)cc2)c1
(16) CCCCOC(=O)c1ccc(NC(=O)CSCc2n[nH]c(=O)[nH]2)cc1
entry no.	9	10	11	12	13	14	15	16
cardiac RTF act	-2	-8	2	-5	0	1	1	-2
LANA DNA inh	1.5	0.7	1.3	-1.2	-5.2	0.3	1.7	-0.5
Keap1-Nrf2 PPI	-2	0	-2	-3	1	-3	3	-2
Cardiac RTF inh	3	8	-1	-4	-4	-8	2	3
HTR5A ag ctr	-1	-2	1	13	-5	2	-1	-2
CAL-PDZ inh HTS	-4	-6	0	-3	-3	-1	-6	-8
V-ATPase pH	8	0	-1	-1	-1	0	0	1
MOR-DOR ag	-1.2	-2.6	-2.4	-0.9	0.3	1.7	-0.8	-2.4
MOR-DOR inv ag	6	13	11	4	-2	-9	4	14
HTR5A inv ctr	18	7	-5	-36	-6	-5	2	-9

(17) CC1(C(=O)NC2CCCC2)CCC(=O)N1CCC1=CCCCC1 (configuration not stated)
(18) CC1(c2nnc(-c3ccc(F)cc3)o2)CC(c2cccnc2)=NO1 (configuration not stated)
(19) O=C/C(=C\Nc1ccccn1)c1nc2ccccc2o1
(20) O=c1c2cnn(-c3ccccc3)c2nc(-c2cccs2)n1-c1ccc(Br)cc1
(21) COc1ccc(CNCc2ccco2)cc1OCc1ccccc1
(22) CC(=O)c1ccc(NC(=O)Cc2ccsc2)cc1
(23) Cc1ccc(S(=O)(=O)N(CC(=O)Nc2cccnc2)c2ccccc2C)cc1
(24) CC(C)(C)NC(=O)NC(=O)COC(=O)c1ccc(OC(F)(F)F)cc1
entry no.	17	18	19	20	21	22	23	24
cardiac RTF act	4	10	-3	5	-3	3	-1	3
LANA DNA inh	0.9	-1.6	1.6	3.4	0.2	-0.5	-0.1	1.6
Keap1-Nrf2 PPI	-3	-3	-4	-4	-3	1	-7	2
Cardiac RTF inh	-4	-1	0	4	6	-20	-1	-26
HTR5A ag ctr	1	-4	-1	-3	1	4	2	3
CAL-PDZ inh HTS	5	-12	3	-3	0	-4	-1	0
V-ATPase pH	-2	1	-3	-2	0	-1	1	2
MOR-DOR ag	-4.7	-2.2	0.3	-2.1	1.6	-0.9	13	3.1
MOR-DOR inv ag	20	12	-2	12	-9	6	-103	-21
HTR5A inv ctr	3	-7	-19	8	4	-11	-6	-30

(25) Cc1ccc(SC(CC(=O)c2ccc(C(C)(C)C)cc2)C(=O)O)cc1 (configuration not stated)
(26) CN(C(=O)COC(=O)c1ccc2c(c1)OCO2)C1CCCCC1
(27) Cc1ccc(C(=O)C[n+]2cc(Br)cc(Br)c2)cc1[N+](=O)[O-]
(28) O=C(O)CN1CCCCC1
(29) COc1ccc(C(=O)N/C(=C\c2ccco2)C(=O)NCc2cccnc2)cc1
(30) COc1ccccc1OCCNC(=O)c1ccc2c(c1)CCC2
(31) CC1(NC(=O)Nc2cccc3ccccc23)CCS(=O)(=O)C1 (configuration not stated)
(32) CN(C(=O)CS(=O)(=O)c1cn(CC(=O)N2CCOCC2)c2ccccc12)c1ccccc1
entry no.	25	26	27	28	29	30	31	32
cardiac RTF act	·	-5	12	3	-5	-1	-7	6
LANA DNA inh	1.6	0.8	1.8	1.5	-0.7	0.8	-0.4	0.7
Keap1-Nrf2 PPI	-11	-9	0	-5	-3	-6	-2	-5
Cardiac RTF inh	·	4	-3	-7	-13	-1	0	-18
HTR5A ag ctr	·	-7	5	-2	1	4	3	-1
CAL-PDZ inh HTS	-5	·	-1	3	-1	4	0	·
V-ATPase pH	3	-4	1	-1	2	-3	-3	0
MOR-DOR ag	·	-1.1	-0.6	-1.6	-0.8	-1.6	-1.4	-0.9
MOR-DOR inv ag	·	6	3	8	5	10	8	4
HTR5A inv ctr	·	24	-14	2	-1	-12	-14	11

(33) Cc1ccc(S(=O)(=O)N2CC(O)CC2C(=O)OCC(=O)c2ccccc2Cl)cc1C (configuration not stated)
(34) O=C1CC(C(=O)O)c2ccccc2N1 (configuration not stated)
(35) CN(CC(=O)Nc1c(Cl)cccc1Cl)C(=O)c1cccc(-n2cccc2)c1
(36) CCCCN(C)C(=O)c1cc2cc3cc(OC)ccc3nc2o1
(37) COc1cc(/C=C(/C#N)c2ccc(F)cc2)ccc1OCc1ccc(C(=O)O)o1
(38) Oc1ccccc1/C=N/N1CCN(c2ccccn2)CC1
(39) Cc1ccsc1C(=O)NCc1ccc(F)cc1
(40) CCOC(=O)C1C(=O)C=C(c2cccs2)CC1c1ccccc1C (configuration not stated)
entry no.	33	34	35	36	37	38	39	40
cardiac RTF act	3	-1	-2	-5	-3	-2	-1	8
LANA DNA inh	1.5	0.1	6.9	-1.9	-2.3	-0.9	-0.8	-1.1
Keap1-Nrf2 PPI	-1	-3	1	-6	-3	2	2	-5
Cardiac RTF inh	-1	0	-2	2	-2	2	-3	6
HTR5A ag ctr	-2	2	4	-2	9	-3	1	3
CAL-PDZ inh HTS	0	·	-4	-2	-1	-6	-3	-3
V-ATPase pH	5	-1	1	5	0	-1	-1	3
MOR-DOR ag	-0.2	-4.5	0.0	-0.4	-0.6	-1.4	-3.6	-0.4
MOR-DOR inv ag	1	21	0	2	3	7	22	2
HTR5A inv ctr	6	-24	7	5	29	8	17	12

(41) Cc1ccc(C(=O)NC(O)C(Cl)Cl)cc1 (configuration not stated)
(42) COc1ccccc1OCC(=O)N1CCN(c2ccccc2OC)CC1
(43) O=C(CN1CCCCCC1)Nc1ccc(Oc2ccccc2)cc1
(44) Cc1c(S(=O)(=O)c2ccccn2)c(N)n(Cc2ccccc2Cl)c1C
(45) CCOC(=O)c1c(C)nc2c(c1C)c(=O)oc1ccccc12
(46) O=C(CC1SC(N2CCCCC2)=NC1=O)Nc1ccc(C(=O)O)cc1 (configuration not stated)
(47) CC(NC(=O)COC(=O)C1CC2CCCC(C1)C2=O)c1ccccc1 (configuration not stated)
(48) O=C(c1ccc2c(c1)OCO2)C1CCCN(Cc2ccc3nsnc3c2)C1 (configuration not stated)
entry no.	41	42	43	44	45	46	47	48
cardiac RTF act	3	-8	1	9	3	2	1	9
LANA DNA inh	-0.2	-0.4	-0.6	0.9	-0.7	0.8	-0.9	2.9
Keap1-Nrf2 PPI	-2	-6	1	-4	-7	2	-7	-5
Cardiac RTF inh	-3	-4	-6	-10	1	3	-3	-4
HTR5A ag ctr	3	-1	-1	-1	-1	-3	1	2
CAL-PDZ inh HTS	0	-1	·	-7	6	-1	-3	-6
V-ATPase pH	-4	0	1	-4	-4	-10	-1	1
MOR-DOR ag	-3.3	0.3	5.5	-1.7	-1.5	-3.6	-2.9	6.7
MOR-DOR inv ag	17	-2	-28	9	9	14	12	-34
HTR5A inv ctr	-9	-16	-29	12	-9	-25	-2	-6

(49) CCOC(=O)C1CCN(C(=O)Nc2ccc(OCc3ccccc3)cc2)CC1
(50) CCCc1ccc2oc(C(=O)N3CCCC3)c(C)c2c1
(51) CCOC(=O)CNC(=O)C1COc2ccccc2O1 (configuration not stated)
(52) CC[N+]1(C)CC2CCC(C)(C1)C2(C)C (configuration not stated)
entry no.	49	50	51	52
cardiac RTF act	-5	5	6	-5
LANA DNA inh	-1.7	1.9	0.4	-0.1
Keap1-Nrf2 PPI	-3	0	-5	-1
Cardiac RTF inh	0	-2	-4	-3
HTR5A ag ctr	-6	-5	-7	1
CAL-PDZ inh HTS	-3	-8	-2	-2
V-ATPase pH	1	-3	-1	-2
MOR-DOR ag	-3.0	1.7	-3.1	-3.5
MOR-DOR inv ag	15	-9	15	16
HTR5A inv ctr	30	18	17	-1
